MITF act: MITF TRPM1 promoter activation in melanoma cells. SK-MEL-5 TRPM1-promoter luciferase, 24 h; % of positive control, neutral wells = 0. hit rate 0.75% among 300,000. activation, % at 12.5 µM. AID 588334;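 active means mean activation of at least 80% with every replicate also reaching 80%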;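 further: 0% = neutral control wells and 100% = parthenolide positive control wells; values of inactives mirror those of a sister screen read the other way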
SR-BI DiI inh: blocks mouse SR-BI lipid uptake from DiI-HDL. inhibition, % at 12.5 µM. hit rate 0.96% among 320,000. Q61009. ldlA[mSR-BI] CHO cells, DiI-HDL uptake fluorescence, 3 h;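 active means mean replicate inhibition of at least 70% and a set share of replicates each scoring 70 or more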;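 further: 0% = median of neutral control wells and 100% = median of positive control wells; values of inactives mirror those of a sister screen read the other way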
CDK5 inh: inhibitors of human CDK5/p35 kinase. Q00535+Q15078. Recombinant CDK5/p35, ADP-Glo luminescence, 60 min. inhibition, % at 10 µM. hit rate 0.01% among 330,000. AID 488839;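 active means highest replicate inhibition of at least 50% and at least 75% of replicates reaching 50%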;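 further: plate controls were DMSO neutral control for no effect and GW8510 at 10 µM for full effect; many of its hits are not listed in these tables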
Target sequence (Q00535 whole entry, looked up): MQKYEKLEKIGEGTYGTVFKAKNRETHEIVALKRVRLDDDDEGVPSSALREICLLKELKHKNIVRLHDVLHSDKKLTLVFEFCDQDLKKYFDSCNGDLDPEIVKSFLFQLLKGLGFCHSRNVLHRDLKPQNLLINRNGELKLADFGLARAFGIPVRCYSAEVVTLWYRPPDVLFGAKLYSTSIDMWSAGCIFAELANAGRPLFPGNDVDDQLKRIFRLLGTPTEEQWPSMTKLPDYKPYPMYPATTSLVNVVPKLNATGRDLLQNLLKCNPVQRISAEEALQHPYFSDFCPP
Target sequence (Q15078 whole entry, looked up): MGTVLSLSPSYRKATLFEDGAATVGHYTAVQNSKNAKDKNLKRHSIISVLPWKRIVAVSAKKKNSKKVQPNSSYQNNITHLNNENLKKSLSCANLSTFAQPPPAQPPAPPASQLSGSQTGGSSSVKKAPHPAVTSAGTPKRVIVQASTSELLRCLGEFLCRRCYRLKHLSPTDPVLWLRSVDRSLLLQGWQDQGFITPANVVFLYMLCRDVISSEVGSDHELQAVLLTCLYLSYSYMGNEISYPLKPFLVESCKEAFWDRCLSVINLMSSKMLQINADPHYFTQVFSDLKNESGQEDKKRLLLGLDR
PKA-R2B act: activates the human PKA-R2B holoenzyme complex. P22694+P31323. PKA-R2B holoenzyme dissociation, Cy5-IP20 fluorescence polarization; R2B truncated from residue 108, S112A mutant; 0% DMSO only, 100% 113 µM cGMP. activation, % at 11.4 µM. hit rate 0.079% among 340,000;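 active means activation above a cutoff set at the mean over all compounds plus 3 SD, cut at about 18% in these data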;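 further: higher means more holoenzyme dissociation and a rise in polarization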
dFosB act: activators of mouse delta FosB homodimer; P13346; purified delta FosB, TAMRA-CDK5 oligo fluorescence polarization; percent of positive-control signal above neutral wells; hit rate 0.99% among 340,000; activation, % at 25 µM;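 active means mean activation above about 17%, with every replicate also reaching it, limit read from the data, passing the limit was not always enough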;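 further: fluorescence polarization rise as delta FosB binds a TAMRA Cdk5 AP-1 oligo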
Target sequence (P13346 whole entry, looked up): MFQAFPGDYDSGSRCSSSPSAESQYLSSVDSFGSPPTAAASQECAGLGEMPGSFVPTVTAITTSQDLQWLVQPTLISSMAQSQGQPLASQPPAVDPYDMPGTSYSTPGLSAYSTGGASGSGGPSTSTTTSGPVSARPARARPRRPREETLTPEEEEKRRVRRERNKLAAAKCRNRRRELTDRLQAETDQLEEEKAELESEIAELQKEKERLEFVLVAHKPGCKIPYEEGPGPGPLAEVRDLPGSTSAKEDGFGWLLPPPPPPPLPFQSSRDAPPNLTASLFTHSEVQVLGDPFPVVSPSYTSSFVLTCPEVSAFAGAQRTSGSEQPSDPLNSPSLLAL
PKA-R1A act: activates the PKA-R1A holoenzyme complex; P00514+P68181; PKA-R1A dissociation, Cy5-IP20 fluorescence polarization; scaled: DMSO 0%, 113 µM cGMP 100%; activation, % at 11.4 µM; hit rate 0.083% among 340,000;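 active means percent activation above the mean of all tested compounds plus 3 SD, cut at about 19% in these data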;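 further: higher means more PKAc released from R1A so a rise in polarization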
NSD2 inh: NSD2 (human) methyltransferase inhibition; AID 743445; hit rate 0.54% among 310,000; inhibition, % at 12.5 µM; O96028; NSD2 peptide methylation, AlphaScreen, 120 min; in the data active means inhibition above about 50%
Pemphigus Ab inh: inhibitors of pemphigus antibody binding to human desmoglein-3. P32926. DSG3-coupled beads, scFv-anti-DSG3-GFP binding, flow cytometry; hits give low values. binding (percent of control), % at 10 µM. hit rate 0.48% among 310,000. AID 588358;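 active means binding more than 3 SD below its plate's average and above zero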;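 further: hits lower antibody fragment binding to DSG3; some compounds called inactive have numbers as strong as hits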
SUMO Mot1 rescue: inhibitors of SUMOylation pathway: yeast Mot1-301 growth rescue. S. cerevisiae Mot1-301 growth rescue, ATP luminescence, 38.5C; percent above DMSO median, 100 means doubled. growth rescue, % at 18.8 µM. hit rate 1% among 320,000. AID 2716;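 active means every valid replicate shows activation above 250% relative to neutral control wells; inactive means the rest, any valid replicate at or below 250%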;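 further: OY570 slx delta 5 strain wells were the positive control but not used for scaling; some compounds called inactive have numbers as strong as hits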
SR-BI DiI-HDL act: enhances SR-BI lipid uptake from DiI-HDL; hit rate 0.096% among 320,000; CHO ldlA[mSR-BI] cells, DiI-HDL uptake fluorescence, 3 h; 100 = double the neutral-control signal; activation, % at 12.5 µM;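 active means mean replicate activation of at least 60% and every replicate at or above 60%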;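 further: 0% = median plate neutral-control signal and 100% = twice that signal; values of inactives mirror those of a sister screen read the other way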
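system = CHO ldlA[mSR-BI] cells, LDL receptor-null, SR-BI overexpressing | medium = Ham's F12 with 0.5% BSA, HEPES 25 mM, pH 7.4 | probe or stimulus = DiI-HDL 10 µg/mL | compound dosing = single-point compound dose | incubation = compound exposure 3 h, 37 °C | technique = DiI fluorescence, bottom read | read-out = cell-associated DiI fluorescence as measure of HDL uptake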
Arr AP2 block: blocks beta-arrestin peptide binding to AP2 adaptin; AID 504490; hit rate 0.31% among 340,000; FITC-arrestin peptide / GST-AP2 beads, flow cytometry; AP2 beta2 appendage carries R879A mutation; inhibition, % at 10 µM;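 active means inhibition above a set limit, near 3 SD of compounds lacking own fluorescence, cut at about 54% in these data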;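 further: plate controls were DMSO wells for no effect and 5 µM unlabelled arrestin peptide for full effect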
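System: GST-AP2 R879A glutathione beads. Medium: PBS with 0.05% Tween 20 and 0.1% BSA. Also added: FITC-arrestin peptide, 50 nM. Incubation: 12 min plus 1 h, RT. Measured by: high-throughput flow cytometry of beads, ex 488, em 535 nm. Evaluation: percent drop in bead-associated FITC signal.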
Numbers without * were called inactive; x = not tested or not shown; & = joins results of further samples.

SMILES	MITF act	SR-BI DiI inh	CDK5 inh	PKA-R2B act	dFosB act	PKA-R1A act	NSD2 inh	Pemphigus Ab inh	SUMO Mot1 rescue	SR-BI DiI-HDL act	Arr AP2 block
O=C(NCCc1ccc(Cl)cc1)c1cc(-c2ccncc2)nc2ccccc12	4	43	0.6	10	-5	4	x	104	32	-43	-3
Cc1nc(S(=O)(=O)NC2CCCCC2)c(C#N)c(C)c1Cl	-9	18	-1.1	-5	-15	-16	x	x	1	-18	4
COc1cccc(CNC(=O)CCC2CCCN(C(=O)c3ccc(OC)c(F)c3)C2)c1 (configuration not stated)	-12	x	0.6	-7	2	-7	-2	93	5	x	-3
O=C1CC(=C2c3ccccc3-c3ccccc32)C(=O)N1CCCCN1CCN(c2ccccc2)CC1	x	9	0.8	0	33*	1	x	89	-20	-9	11
Cc1ccc(CNC(=O)CN2C(=O)CSc3ccc(S(=O)(=O)N4CCC(C)CC4)cc32)cc1	5	-5	2.8	0	-12	-3	1	x	287	5	2
O=C(COc1ccc(-c2nnco2)cc1)NCc1ccccc1Cl	10	-27	-1.1	5	-4	-10	29	126	230	27	10
CC(C)(C)c1c(Cl)c(O)c(-c2ccccc2)c(=O)n1-c1ccccc1	0	14	0.4	x	-1	x	21	98	x	-14	-3
Cc1cccc(-c2cc(C(=O)Nc3cccnc3)c3ccccc3n2)c1	9	69	-1.1	-10	-30	-6	-3	102	13	-69	13
O=C(Oc1cc(=O)oc2c1c(=O)n1c3c(cccc23)CC1)c1ccccc1	x	-8	0.5	0	4	4	-1	x	48	8	-8
N=c1sccn1CC(=O)NCc1ccc(Cl)cc1Cl	5	-14	-2.4	-8	-4	-9	-1	83	-12	14	-11
O=C(c1ccccc1)N1CCC(O)(c2cccnc2)CC1	2	13	-1.6	2	-1	0	x	101	316	-13	25
Cc1cccc(NC(=O)c2ccc3c(c2)OCCO3)c1	3	-6	8.6	-12	-10	8	-2	101	x	6	1
O=C(O)c1cccc(-n2cc(-c3cccc(C(F)(F)F)c3)cn2)c1	-3	-6	0.0	-6	-4	-12	-2	92	9	6	5
CCOC(=O)c1sc2nc(C)nc(Nc3ccc(OC)cc3)c2c1C	-5	70	-6.3	8	-10	13	1	96	-13	-69	15
CC(C)C(NC(=O)c1ccccc1)C(=O)N1CCCCCC1 (configuration not stated)	6	-14	0.7	8	-2	-4	-3	90	34	14	20
NC(=O)CSc1nnc(NC(=O)c2ccc(Br)o2)s1	2	-23	2.1	6	-3	-13	11	94	34	23	-16
CCCCn1c(=N)c(S(=O)(=O)c2ccc(Br)cc2)cc2c(=O)n3cccc(C)c3nc21	17	-2	-0.5	-1	-2	7	1	100	3	2	-4
Cc1ccc2sc(N(CCCN(C)C)C(=O)CCS(=O)(=O)c3ccccc3)nc2c1C	-29	-34	-1.2	3	7	-8	-2&1	120	43	34	20
Cc1cc(C(=O)COC(=O)c2ccc(O)cc2)c(C)n1-c1ccccc1F	10	-5	1.0	4	-7	-5	3	97	-3	5	16
CN(C(=O)Cc1csc(-c2ccccc2)n1)c1c(N)n(Cc2ccccc2)c(=O)[nH]c1=O	2	-31	-1.3	9	-10	9	1	98	2	31	8
COc1ccc(Cl)cc1C(=O)Nc1cc(=O)n(C)c(=O)n1C	7	-11	0.6	-4	1	-5	x	94	10	11	-7
O=C(O)c1cn(-c2ccc(N3CCCC3)c(F)c2)c2c(F)c(F)c(F)cc2c1=O	17	2	1.2	4	-8	3	-2	107	60	-2	-24
COc1ccc(CNc2nc(NCc3ccc(OC)cc3)n(C(=O)c3ccncc3)n2)cc1	-7	x	-1.2	-2	0	-12	1	106	4	x	-5
Cc1ccc(CNC(=O)COC(=O)CSc2ccc(Br)cc2C)cc1	5	-24	-0.5	-1	-22	-15	1	97	6	24	1
CN1CCc2[nH]c3ccc(C(=O)NN)cc3c2C1	1	-32	2.8	-3	20*	-2	11	102	-8	32	0

Whole records, looked up by structure. Order of screens: MITF act | SR-BI DiI inh | CDK5 inh | PKA-R2B act | dFosB act | PKA-R1A act | NSD2 inh | Pemphigus Ab inh | SUMO Mot1 rescue | SR-BI DiI-HDL act | Arr AP2 block
Results for CN1CCc2[nH]c3ccc(C(=O)NN)cc3c2C1 = 1 | -32 | 2.8 | -3 | 20* | -2 | 11 | 102 | -8 | 32 | 0
Results for Cc1nc(S(=O)(=O)NC2CCCCC2)c(C#N)c(C)c1Cl = -9 | 18 | -1.1 | -5 | -15 | -16 | x | x | 1 | -18 | 4
Results for Cc1cccc(NC(=O)c2ccc3c(c2)OCCO3)c1 = 3 | -6 | 8.6 | -12 | -10 | 8 | -2 | 101 | x | 6 | 1
Results for COc1cccc(CNC(=O)CCC2CCCN(C(=O)c3ccc(OC)c(F)c3)C2)c1 (configuration not stated) = -12 | x | 0.6 | -7 | 2 | -7 | -2 | 93 | 5 | x | -3

dFosB act: entries above that show a hit.
SMILES	MITF act	SR-BI DiI inh	CDK5 inh	PKA-R2B act	dFosB act	PKA-R1A act	NSD2 inh	Pemphigus Ab inh	SUMO Mot1 rescue	SR-BI DiI-HDL act	Arr AP2 block
O=C1CC(=C2c3ccccc3-c3ccccc32)C(=O)N1CCCCN1CCN(c2ccccc2)CC1	x	9	0.8	0	33*	1	x	89	-20	-9	11
CN1CCc2[nH]c3ccc(C(=O)NN)cc3c2C1	1	-32	2.8	-3	20*	-2	11	102	-8	32	0

Further structures follow:
SMILES	MITF act	SR-BI DiI inh	CDK5 inh	PKA-R2B act	dFosB act	PKA-R1A act	NSD2 inh	Pemphigus Ab inh	SUMO Mot1 rescue	SR-BI DiI-HDL act	Arr AP2 block
Cc1ccc(CN2CCC(C(=O)Nc3cccc(-c4cccc(F)c4)c3)CC2)o1	0	1	0.3	-4	-4	5	2	108	5	-1	21
COc1ccccc1NC(=O)Nc1ccnn1C1CCN(C(=O)c2cccnc2)CC1	6	31	x	4	-4	3	1	109	30	-31	-6
O=C(Cn1ncc2c([nH]c3ccccc32)c1=O)Nc1ccc(F)cc1F	0	-16	0.8	3	64*	-11	-7	100	59	16	5
Cc1ccc(NC(=O)C2SC(=Nc3ccccc3)C(C(=O)Nc3ccc(Cl)cc3)=C2N)cc1 (configuration not stated)	-13	45	1.2	1	-8	3	x	113	x	-45	9
N#Cc1nc(-c2ccco2)oc1NCc1cccnc1	-3	-18	-10	8	-1	3	0	97	-20	18	8
Cc1cc(C(=O)Nn2c(C)nc3ccccc3c2=O)ccc1[N+](=O)[O-]	-2	-23	0.0	-12	2	-2	-1	101	3	23	-13
COc1ccc(CCNS(=O)(=O)c2ccc([N+](=O)[O-])cc2)cc1OC	x	-22	-0.7	-8	4	-8	-1	109	15	22	-14
CCn1c(=O)cc(SCC(=O)N2CCCCC2)c2ccccc21	-2	22	0.6	-5	-2	-8	-1	101	-1	-22	-1
Cc1cccc(C(=O)NCC(=O)NCC(c2ccco2)N2CCCCC2)c1 (configuration not stated)	-3	-14	1.2	-8	-4	-10	0	106	-15	14	-5
COc1cc(/C=C(\C#N)C(=O)NCC2CCCO2)ccc1O (configuration not stated)	36	0	0.5	-10	2	-7	2	93	4	0	-3
C[C@H](CO)N1C[C@H](C)[C@H](CN(C)C(=O)Nc2ccc(F)cc2)Oc2ccc(NC(=O)NC3CCCCC3)cc2CC1=O	12	22	-1.8	1	-5	-12	x	96	3	-22	-16
c1nc(N2CCOCC2)c2c3c(sc2n1)CCCC3	6	-6	5.3	5	2	-9	1	100	2	6	8
COc1ccc(C2c3c(noc3C)CC(C)(O)C2C(C)=O)cc1 (configuration not stated)	x	x	0.5	-8	-9	-5	-2	x	-24	x	-5
O=C(NCCc1ccc(Cl)cc1)c1ccc2nccnc2c1	53	-4	1.2	4	-3	-3	x	106	4	4	-8
COC(=O)Cn1c2ccccc2c2nc(=O)cc(C)n21	2	-16	0.9	-9	-4	-5	0	103	9	16	31
COc1cccc(-c2nn3c(-c4cc(C)[nH]n4)nnc3s2)c1	7	9	3.3	-3	-25	9	x	99	6	-9	20
COc1cccc(C2/C(=C(/O)c3ccc(F)cc3)C(=O)C(=O)N2CCN(C)C)c1 (configuration not stated)	4	-8	-1.2	-3	2	3	1	100	-12	8	-2
O=C(NCc1ccc(Cl)cc1)c1ccc(COCC(F)(F)F)o1	-8	-20	0.1	3	-7	5	-1	111	-2	20	2
O=C1CC2(CCCC2)Oc2ccc(F)cc21	8	17	-1.4	-4	5	-3	x	107	-8	-17	4
CC(CNC(=O)Cn1ccc(NC(=O)OCc2ccccc2)nc1=O)c1ccccc1 (configuration not stated)	5	4	0.2	4	-6	12	x	103	-9	-4	5
CC(C)CCC1(CCNC(C)c2cccs2)CCOC(C)(C)C1 (configuration not stated)	18	3	0.4	2	-2	4	5	105	71	10	16
CCOc1cc(/C=C(/C#N)c2nc3ccccc3[nH]2)ccc1Oc1ccc([N+](=O)[O-])cn1	-20	47	1.0	-9	50*	-1	x	95	6	-47	4
